Rv3671c inh: Rv3671c (M. tuberculosis) protease inhibition. P9WHR9. inhibition, % at 5.96 µM. actives 0.048% (n = 320,000); in the data active means inhibition above about 38%;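 further: extracellular domain of Rv3671c used as enzyme; 0% = enzyme with DMSO and 100% = no enzyme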
Mtb BioA inh: BioA (M. tuberculosis) enzyme inhibition; purified M. tuberculosis BioA enzyme, plate reader; inhibition, % at 9.99 µM; actives 0.096% (n = 360,000); AID 602481; in the data active means inhibition above about 40%; inconclusive means no clear call, values can overlap the other calls
BoNT-F LC inh: BoNT F light chain protease inhibition; Multiplex microsphere protease cleavage assay, flow cytometry; inhibition, % at 10 µM; actives 0.22% (n = 360,000); in the data active means inhibition above about 35%, passing the limit was not always enough; inconclusive means no clear call, values can overlap the other calls; further: plate controls were buffer without enzyme for full effect and enzyme alone for no effect
Mtb FBA inh: Mtb fructose-bisphosphate aldolase inhibition | inhibition, % at 1 µM | actives 2.3% (n = 360,000) | AID 588726 | purified M. tuberculosis FBA, fluorescence read-out; in the data active means inhibition above about 27%;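 further: 0% = vehicle and 100% = reference inhibitor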
Target sequence (P9WQA3 whole entry, looked up): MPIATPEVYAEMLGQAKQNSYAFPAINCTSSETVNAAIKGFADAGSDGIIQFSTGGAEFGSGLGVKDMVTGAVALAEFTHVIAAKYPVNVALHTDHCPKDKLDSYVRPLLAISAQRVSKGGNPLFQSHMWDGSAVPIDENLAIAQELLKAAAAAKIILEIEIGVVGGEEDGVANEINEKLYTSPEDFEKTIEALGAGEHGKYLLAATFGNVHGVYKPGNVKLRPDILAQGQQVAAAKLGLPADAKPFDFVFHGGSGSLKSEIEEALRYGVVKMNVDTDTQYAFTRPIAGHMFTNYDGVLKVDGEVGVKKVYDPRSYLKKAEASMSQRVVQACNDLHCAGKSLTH
GDH-TPI inh: counter-screen for M. tuberculosis FBA inhibitors: GDH-TPI coupled enzymes; actives 1.2% (n = 360,000); GDH-TPI coupled enzyme counterscreen, NADH absorbance; inhibition, % at 4.8 µM; in the data active means inhibition above about 30%;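 further: 0% = DMSO wells and 100% = wells lacking the enzyme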
MazEF act: increases E. coli MazEF RNase cleavage of RNA. P0AE70. FAM/BHQ RNA-DNA oligo cleavage fluorescence, 5 h. activation, % at 20 µM. actives 0.32% (n = 350,000). AID 504720; in the data active means activation above about 50%
Target sequence (P0AE70 whole entry, looked up): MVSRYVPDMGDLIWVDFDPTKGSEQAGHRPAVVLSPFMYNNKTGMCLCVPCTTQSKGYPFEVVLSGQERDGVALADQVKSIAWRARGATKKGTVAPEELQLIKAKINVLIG
UGM FP inh: Mtb UDP-galactopyranose mutase inhibition. P9WIQ1. purified UGM, fluorescence polarization probe displacement. inhibition, % at 10 µM. actives 0.06% (n = 320,000); in the data active means inhibition above about 10%, passing the limit was not always enough; inconclusive means no clear call, values can overlap the other calls
Target sequence (P9WIQ1 whole entry, looked up): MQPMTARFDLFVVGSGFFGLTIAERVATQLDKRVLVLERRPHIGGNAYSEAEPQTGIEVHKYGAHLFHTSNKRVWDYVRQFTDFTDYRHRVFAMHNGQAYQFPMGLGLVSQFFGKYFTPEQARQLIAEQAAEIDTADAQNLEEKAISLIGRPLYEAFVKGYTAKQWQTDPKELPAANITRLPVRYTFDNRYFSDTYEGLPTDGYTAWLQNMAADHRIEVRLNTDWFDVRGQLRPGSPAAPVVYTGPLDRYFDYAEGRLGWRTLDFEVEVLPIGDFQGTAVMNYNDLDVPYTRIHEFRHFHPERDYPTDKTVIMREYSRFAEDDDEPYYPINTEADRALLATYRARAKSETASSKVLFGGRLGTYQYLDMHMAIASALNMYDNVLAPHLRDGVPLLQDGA
FadD28 binding: M. tuberculosis FadD28 bisubstrate binding inhibition. inhibition, % at 12.5 µM. FadD28 bisubstrate probe binding, fluorescence polarization. actives 0.22% (n = 360,000); in the data active means inhibition above about 8.5%, passing the limit was not always enough; inconclusive means no clear call, values can overlap the other calls
PrPC TRFRET: cell surface PrPC inhibition, primary TR-FRET screen; inhibition, % at 13.8 µM; actives 0.43% (n = 370,000); AID 720596; P04156; TR-FRET read-out; in the data active means inhibition above about 24%; further: 0% = median of the test wells and 100% = reference compound wells
Active calls of the source: *. Compounds as they come. About 4.8% of those tested had a hit in this group.

What do the screens show for `Cc1cccc(N2CC(C(=O)Nc3nnc(SCC(=O)NCC4CCCO4)s3)CC2=O)c1` (stereo not given)?
Rv3671c inh: -5; Mtb BioA inh: -1.3; BoNT-F LC inh: -8; Mtb FBA inh: 0; GDH-TPI inh: -1; MazEF act: 1; UGM FP inh: 4.7; FadD28 binding: -2.5; PrPC TRFRET: -2

How did Cn1c(Br)nc2c1c(=O)n(Cc1ccccc1)c(=O)n2C do in these assays?
Rv3671c inh: 7; Mtb BioA inh: 0.8; BoNT-F LC inh: inconclusive; Mtb FBA inh: 1; GDH-TPI inh: -6; MazEF act: 6; UGM FP inh: 1.8; FadD28 binding: -1.6; PrPC TRFRET: 4

How did CC1CN(S(=O)(=O)c2cc(C(=O)NCCC3=CCCCC3)ccc2Cl)CC(C)O1 (stereo not given) do in these assays?
Rv3671c inh: -10; BoNT-F LC inh: 0; Mtb FBA inh: -1; GDH-TPI inh: 4; MazEF act: 6; UGM FP inh: 2.2; FadD28 binding: -5.1; PrPC TRFRET: 4

What do the screens show for `O=C(CSc1cccc(C(F)(F)F)c1)NCc1ccccc1`?
Rv3671c inh: -6; BoNT-F LC inh: 5; Mtb FBA inh: 4; GDH-TPI inh: -1; MazEF act: 1; FadD28 binding: -0.1; PrPC TRFRET: -1

Results for CCOc1ccc(OCCCCn2ccnc2)cc1 ?
Rv3671c inh: 2; BoNT-F LC inh: 4; Mtb FBA inh: 0; GDH-TPI inh: 8; MazEF act: 0; UGM FP inh: 0.8; FadD28 binding: -3.2; PrPC TRFRET: 8

Results for COC(=O)C1=C(C)N(CCCC(=O)O)C(=O)NC1c1ccc2c(c1)OCO2 (stereo not given) ?
Rv3671c inh: -6; Mtb BioA inh: 2.6; BoNT-F LC inh: -5; Mtb FBA inh: -1; GDH-TPI inh: -6; MazEF act: 6; UGM FP inh: -0.2; FadD28 binding: -1.3; PrPC TRFRET: 3

Results for CCC1(c2ccc(Cl)cc2)NC(=O)N(CC(=O)NC2CCCCCC2)C1=O (stereo not given) ?
Mtb BioA inh: 0.4; BoNT-F LC inh: 2; Mtb FBA inh: -2; GDH-TPI inh: -2; MazEF act: 1; FadD28 binding: -4.6; PrPC TRFRET: -4

What do the screens show for `O=C(Cn1ccccc1=O)NCc1ccc(F)cc1`?
Rv3671c inh: 7; Mtb BioA inh: -2.0; BoNT-F LC inh: 1; Mtb FBA inh: -1; GDH-TPI inh: 7; MazEF act: 8; UGM FP inh: 0.0; FadD28 binding: -3.1; PrPC TRFRET: 6

How did CCOC(=O)COC(=O)c1ccc(O)cc1 do in these assays?
Rv3671c inh: -10; Mtb BioA inh: -1.3; BoNT-F LC inh: -2; Mtb FBA inh: 0; GDH-TPI inh: 4; MazEF act: 5; UGM FP inh: -0.5; FadD28 binding: 0.2; PrPC TRFRET: -3

How did Cc1ccc(NC(=O)c2cc(=O)c3ccccc3o2)cc1 do in these assays?
Rv3671c inh: -6; Mtb BioA inh: -0.6; BoNT-F LC inh: 4; Mtb FBA inh: -4; GDH-TPI inh: 3; MazEF act: 20; UGM FP inh: 1.5; FadD28 binding: -1.3; PrPC TRFRET: -15

How did CCC(C)C(NC(=O)c1ccccc1NC(=O)c1ccco1)C(=O)NNC(=O)c1ccc(OC)cc1 (stereo not given) do in these assays?
Rv3671c inh: -13; Mtb BioA inh: -1.7; BoNT-F LC inh: 2; Mtb FBA inh: -1; GDH-TPI inh: 11; MazEF act: -7; UGM FP inh: 0.8; FadD28 binding: -2.1; PrPC TRFRET: -6

What do the screens show for `Nc1n[nH]c(-c2ccc(F)cc2)n1`?
Rv3671c inh: 3; Mtb BioA inh: 0.9; BoNT-F LC inh: -9; Mtb FBA inh: 3; GDH-TPI inh: 7; MazEF act: 5; UGM FP inh: -1.7; FadD28 binding: -1.9; PrPC TRFRET: 5

How did O=C(NCCO)/C(=C\c1cccs1)NC(=O)c1cccs1 do in these assays?
Rv3671c inh: -17; BoNT-F LC inh: 1; Mtb FBA inh: -4; GDH-TPI inh: 16; MazEF act: 8; UGM FP inh: 0.0; FadD28 binding: -4.1; PrPC TRFRET: -3

What do the screens show for `COC(=O)Nc1sc2c(c1C(N)=O)CCC(C)C2` (stereo not given)?
Rv3671c inh: 5; BoNT-F LC inh: -3; Mtb FBA inh: 2; GDH-TPI inh: 3; MazEF act: -5; UGM FP inh: -0.1; FadD28 binding: -1.4; PrPC TRFRET: -7

How did CC(=O)Oc1ccc(N2C(=O)[C@@H]3[C@H](C2=O)[C@H]2c4ccccc4C=NN2[C@@H]3C(C)=O)cc1 do in these assays?
Rv3671c inh: 4; BoNT-F LC inh: 4; Mtb FBA inh: -1; GDH-TPI inh: -9; MazEF act: -8; UGM FP inh: -2.1; FadD28 binding: -3.2; PrPC TRFRET: 0

What do the screens show for `COc1ccc(S(=O)(=O)NC2CCCCCC2)cc1C(N)=O`?
Rv3671c inh: -1; Mtb BioA inh: -3.6; BoNT-F LC inh: 4; Mtb FBA inh: 4; GDH-TPI inh: -4; MazEF act: -33; UGM FP inh: 0.1; FadD28 binding: 0.1; PrPC TRFRET: 9

What do the screens show for `CCN1CCN(c2ccc(Cl)cc2NC(=O)c2ccc(-n3nc(C)cc3C)cc2)CC1`?
Rv3671c inh: -13; Mtb BioA inh: -1.2; Mtb FBA inh: 3; GDH-TPI inh: 5; MazEF act: 7; UGM FP inh: 0.7; FadD28 binding: -1.0; PrPC TRFRET: -11

Results for O=C(CCCOc1ccc(Cl)cc1Cl)N1CCN(c2ccccn2)CC1 ?
Rv3671c inh: 10; Mtb BioA inh: 0.3; BoNT-F LC inh: -3; Mtb FBA inh: 5; GDH-TPI inh: 3; MazEF act: -2; UGM FP inh: 2.1; FadD28 binding: -0.7; PrPC TRFRET: 0

What do the screens show for `Cn1c2[n+](c3ccc(Cl)cc3c1=O)Cc1ccccc1-2`?
Rv3671c inh: -8; Mtb BioA inh: 0.7; BoNT-F LC inh: -8; Mtb FBA inh: 4; GDH-TPI inh: 4; MazEF act: 5; UGM FP inh: -1.7; FadD28 binding: -3.7; PrPC TRFRET: 10

What do the screens show for `O=C1C=CN(Cc2ccccc2)C(c2ccccc2)C1` (stereo not given)?
Rv3671c inh: -4; Mtb BioA inh: 0.0; BoNT-F LC inh: 4; Mtb FBA inh: -3; GDH-TPI inh: 35*; MazEF act: 4; UGM FP inh: 3.6; FadD28 binding: 0.2; PrPC TRFRET: 12

How did C/C(=N/Oc1nc(C)cc(C)n1)c1ccc(F)cc1 do in these assays?
Rv3671c inh: 11; Mtb BioA inh: -1.1; BoNT-F LC inh: -1; Mtb FBA inh: 3; GDH-TPI inh: 7; MazEF act: 0; UGM FP inh: 0.3; FadD28 binding: -0.1; PrPC TRFRET: -2

What do the screens show for `CCn1cc(C(=O)N2CCN(c3ccc(OC)cc3)CC2)c2cc(OC)c(OC)cc2c1=O`?
Rv3671c inh: 4; BoNT-F LC inh: -3; Mtb FBA inh: -1; GDH-TPI inh: 4; MazEF act: 4; UGM FP inh: -0.6; FadD28 binding: -1.9; PrPC TRFRET: 5

How did O=C(NCC1CCOCC1)c1cccc2c(-c3cccnc3)coc12 do in these assays?
Mtb BioA inh: 11; BoNT-F LC inh: 2; Mtb FBA inh: 0; GDH-TPI inh: -9; FadD28 binding: -3.1; PrPC TRFRET: -2

How did CS(=O)(=O)N1CCC(c2noc(-c3ccc(C(F)(F)F)cc3)n2)CC1 do in these assays?
Rv3671c inh: -5; Mtb BioA inh: -0.4; BoNT-F LC inh: -6; Mtb FBA inh: 3; GDH-TPI inh: -12; MazEF act: -3; UGM FP inh: -2.6; FadD28 binding: -2.4; PrPC TRFRET: 7

What do the screens show for `CCOc1ccc2nc(SCC(=O)N(C)C)[nH]c2c1`?
Rv3671c inh: -5; Mtb BioA inh: -0.7; BoNT-F LC inh: 0; Mtb FBA inh: -1; GDH-TPI inh: -4; MazEF act: 0; UGM FP inh: -0.1; FadD28 binding: -0.2; PrPC TRFRET: -8

How did CCc1ccc(OCC(=O)NNC(=O)Cc2ccc(S(=O)(=O)N3CCOCC3)s2)cc1 do in these assays?
Rv3671c inh: -4; Mtb BioA inh: -0.6; BoNT-F LC inh: -8; Mtb FBA inh: -1; GDH-TPI inh: 0; MazEF act: 2; UGM FP inh: 1.7; FadD28 binding: -1.9; PrPC TRFRET: -2

How did O=S(=O)(c1ccc(Oc2ccc(-c3nnco3)cc2)nc1)N1CCC(Cc2ccccc2)CC1 do in these assays?
Rv3671c inh: -4; Mtb BioA inh: -0.4; BoNT-F LC inh: -7; Mtb FBA inh: 2; GDH-TPI inh: -3; MazEF act: -8; UGM FP inh: 0.0; FadD28 binding: -0.1; PrPC TRFRET: -4

What do the screens show for `CCCS(=O)(=O)N1CCC(C(=O)NCCCN2CCCC2=O)CC1`?
Rv3671c inh: 0; Mtb BioA inh: 2.3; BoNT-F LC inh: -4; Mtb FBA inh: 3; GDH-TPI inh: -6; MazEF act: 3; UGM FP inh: -1.3; FadD28 binding: -4.8; PrPC TRFRET: 7

Results for O=C(Nc1ccc(N2CCN(c3ccc(O)cc3)CC2)cc1)Oc1ccccc1 ?
Rv3671c inh: -5; Mtb BioA inh: -2.9; BoNT-F LC inh: -19; Mtb FBA inh: 2; GDH-TPI inh: 5; MazEF act: 7; UGM FP inh: -0.2; FadD28 binding: -0.6; PrPC TRFRET: 11

What do the screens show for `CC1CCCCC12NC(=O)N(CC(=O)Nc1sccc1C(N)=O)C2=O` (stereo not given)?
Rv3671c inh: -10; Mtb BioA inh: -0.8; BoNT-F LC inh: 8; Mtb FBA inh: 2; GDH-TPI inh: 6; MazEF act: -3; UGM FP inh: 1.2; FadD28 binding: -3.1; PrPC TRFRET: -5

A draw from above in order of SMILES length, falling:
How did O=S(=O)(c1ccc(Oc2ccc(-c3nnco3)cc2)nc1)N1CCC(Cc2ccccc2)CC1 do in these assays?
Rv3671c inh: -4; Mtb BioA inh: -0.4; BoNT-F LC inh: -7; Mtb FBA inh: 2; GDH-TPI inh: -3; MazEF act: -8; UGM FP inh: 0.0; FadD28 binding: -0.1; PrPC TRFRET: -4

Results for O=C(Nc1ccc(N2CCN(c3ccc(O)cc3)CC2)cc1)Oc1ccccc1 ?
Rv3671c inh: -5; Mtb BioA inh: -2.9; BoNT-F LC inh: -19; Mtb FBA inh: 2; GDH-TPI inh: 5; MazEF act: 7; UGM FP inh: -0.2; FadD28 binding: -0.6; PrPC TRFRET: 11

What do the screens show for `Cn1c2[n+](c3ccc(Cl)cc3c1=O)Cc1ccccc1-2`?
Rv3671c inh: -8; Mtb BioA inh: 0.7; BoNT-F LC inh: -8; Mtb FBA inh: 4; GDH-TPI inh: 4; MazEF act: 5; UGM FP inh: -1.7; FadD28 binding: -3.7; PrPC TRFRET: 10

Continuation:
Results for O=C(O)CCC(=O)NNC(=O)c1cccs1 ?
Rv3671c inh: 0; BoNT-F LC inh: -6; Mtb FBA inh: 1; GDH-TPI inh: 2; MazEF act: -9; UGM FP inh: 1.7; FadD28 binding: -2.1; PrPC TRFRET: -5

What do the screens show for `Cc1nnc(SCC(=O)NCc2ccc(F)cc2)[nH]c1=O`?
Rv3671c inh: 3; BoNT-F LC inh: 0; Mtb FBA inh: -2; GDH-TPI inh: 3; MazEF act: 3; UGM FP inh: 0.2; FadD28 binding: -1.6; PrPC TRFRET: 2

How did CCOc1ccc(NC(=O)CN(C)c2ccc(S(=O)(=O)N(C(C)C)C(C)C)cn2)cc1OCC do in these assays?
Rv3671c inh: 6; BoNT-F LC inh: 11; Mtb FBA inh: 1; GDH-TPI inh: 13; MazEF act: 3; UGM FP inh: -0.7; FadD28 binding: -0.5; PrPC TRFRET: 3

What do the screens show for `O=C(Nc1ccc([N+](=O)[O-])cc1)N1CCN(C(=O)C2CCCO2)CC1` (stereo not given)?
Rv3671c inh: 7; Mtb BioA inh: 2.8; BoNT-F LC inh: 1; Mtb FBA inh: -3; GDH-TPI inh: 13; MazEF act: 0; UGM FP inh: -1.0; FadD28 binding: 0.1; PrPC TRFRET: -2

What do the screens show for `Oc1ccc(/C=C/c2ccc3cccc(O)c3n2)cc1Br`?
Rv3671c inh: 2; Mtb BioA inh: -1.2; BoNT-F LC inh: -15; Mtb FBA inh: 1; GDH-TPI inh: 22; MazEF act: -2; UGM FP inh: 1.1; FadD28 binding: -0.1; PrPC TRFRET: -20

Results for O=C(NN1CCOCC1)c1ccc(F)cc1 ?
Rv3671c inh: -2; Mtb BioA inh: -2.1; BoNT-F LC inh: -3; Mtb FBA inh: -1; GDH-TPI inh: 7; MazEF act: 2; UGM FP inh: 0.1; FadD28 binding: -3.5; PrPC TRFRET: 0
